# Compound activity deposited in PubChem BioAssay by Sanford-Burnham Center for Chemical Genomics.
# CXCR6 block – blocks human CXCR6 beta-arrestin recruitment; O00574; CHO-K1 PathHunter CXCR6 beta-arrestin, luminescence; inhibition, % at 20 µM; 0.36% of 360,000 active; in the data active = inhibition above about 34%, passing the limit was not always enough;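 note: antagonist mode with CXCL16 agonist at 10 nM final; 0% = 10 nM CXCL16 with DMSO and 100% = unstimulated wells without agonist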
# Target sequence (O00574 whole entry, looked up): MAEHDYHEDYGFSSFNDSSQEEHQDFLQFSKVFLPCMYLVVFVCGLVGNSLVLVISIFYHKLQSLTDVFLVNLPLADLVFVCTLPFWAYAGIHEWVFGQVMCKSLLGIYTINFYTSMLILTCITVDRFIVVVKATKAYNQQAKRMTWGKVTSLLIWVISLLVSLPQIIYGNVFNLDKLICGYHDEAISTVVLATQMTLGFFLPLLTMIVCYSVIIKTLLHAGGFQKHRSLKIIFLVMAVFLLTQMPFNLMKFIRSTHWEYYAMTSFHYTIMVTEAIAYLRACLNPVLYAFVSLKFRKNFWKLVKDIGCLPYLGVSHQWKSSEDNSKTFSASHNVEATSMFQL
# CHOP UPR activ – activators of apoptotic arm of unfolded protein response (CHOP); 0.34% of 330,000 active; CHO-CHOP luciferase reporter, UPR activation, luminescence; percent of tunicamycin response over DMSO baseline; AID 449763; activation, % at 10 µM;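 active = at 10 µM dose, activation of 40% or more, normalized to positive control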;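 note: 100% = tunicamycin at 10 µg/mL and 0% = DMSO alone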
#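 Material: CHO-CHOP cells, stable luciferase reporter of PERK-eIF2a-CHOP signalling; quantity: 500 reporter cells seeded per well; buffer or medium: F12 medium containing 10% fetal bovine serum; compound: one dose, 10 µM in 0.5% DMSO; incubation: 6 h compound treatment, 37 °C; measured by: Steady-Glo luciferase luminescence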
# APJ ag – agonists of human APJ apelin receptor | P35414 | CHO-K1 APJ PathHunter beta-arrestin, luminescence; 0% DMSO wells, 100% apelin | activation, % at 20 µM | 0.11% of 330,000 active | AID 2520;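 active = activation more than six SD over the plate average, tested at 20 µM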;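 note: 0% = DMSO alone and 100% = apelin-13 at 10 nM; some results filed as inactive read as strong as hits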
#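 Material: engineered CHO-K1 APJ arrestin reporter cells; amount: 1000 CHO-K1 reporter cells seeded per well; incubation: compound stimulation 90 min at 25 °C, detection 60 min; signal: luminescent beta-gal fragment complementation, chemiluminescent substrate; read-out basis: APJ agonist activity; controls: DMSO-only wells as negative, 10 nM Apelin-13 as positive control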
# tim23-1 inh – inhibits growth of tim23-1 mutant yeast. S. cerevisiae tim23-1 growth, BacTiter-Glo luminescence, 24 h. inhibition, % at 20 µM. 1.3% of 330,000 active. AID 463212;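 active = growth inhibition of the mutant yeast at or above 50%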;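 note: temperature-sensitive mutant grown at 25 °C; plate controls were DMSO-treated mutant yeast for no effect and medium wells lacking yeast for full effect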
# Mdm2-MdmX inh – disrupts the human Mdm2-MdmX interaction; O15151+Q00987; SaOS-2 split-luciferase Mdm2/MdmX complementation, luminescence; inhibition, % at 8 µM; 3% of 330,000 active;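 active = inhibition of at least 50% at 8 µM in the primary screen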
# EBI2 block – antagonists of human EBI2 receptor | 0.81% of 360,000 active | P32249 | EBI2 beta-arrestin recruitment, luminescence, 7a,25-OHC stimulated | inhibition, % at 5 µM; in the data active = inhibition above about 38%;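 note: enzyme fragment complementation signal reports receptor beta-arrestin coupling in cells; 0% = agonist plus DMSO wells and 100% = wells without agonist; some results beyond the cut were filed as inactive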
# Target sequence (P32249 whole entry, looked up, the tested form may be a part): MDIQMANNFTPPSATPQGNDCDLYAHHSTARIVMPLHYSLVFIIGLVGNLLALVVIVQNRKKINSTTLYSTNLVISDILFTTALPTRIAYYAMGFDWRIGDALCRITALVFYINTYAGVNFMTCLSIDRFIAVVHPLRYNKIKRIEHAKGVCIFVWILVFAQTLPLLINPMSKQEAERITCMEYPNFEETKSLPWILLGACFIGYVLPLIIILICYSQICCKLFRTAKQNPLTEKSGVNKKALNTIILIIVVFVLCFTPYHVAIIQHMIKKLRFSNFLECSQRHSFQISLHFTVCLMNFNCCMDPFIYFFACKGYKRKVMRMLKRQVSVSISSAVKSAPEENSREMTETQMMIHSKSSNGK
# CCR6 antagonist – CCR6 (human) receptor antagonism | CHO-K1 CCR6 PathHunter beta-arrestin, luminescence, CCL20-stimulated | 0.49% of 340,000 active | P51684 | AID 493098 | inhibition, % at 20 µM;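 active = compounds whose inhibition of the agonist-driven luminescence signal at 20 µM reaches about 50%, limit read from the data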;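 note: cells stimulated with CCL20 at 14 nM final; plate controls were DMSO with CCL20 for no effect and DMSO without agonist for full effect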
# Target sequence (P51684 whole entry, looked up): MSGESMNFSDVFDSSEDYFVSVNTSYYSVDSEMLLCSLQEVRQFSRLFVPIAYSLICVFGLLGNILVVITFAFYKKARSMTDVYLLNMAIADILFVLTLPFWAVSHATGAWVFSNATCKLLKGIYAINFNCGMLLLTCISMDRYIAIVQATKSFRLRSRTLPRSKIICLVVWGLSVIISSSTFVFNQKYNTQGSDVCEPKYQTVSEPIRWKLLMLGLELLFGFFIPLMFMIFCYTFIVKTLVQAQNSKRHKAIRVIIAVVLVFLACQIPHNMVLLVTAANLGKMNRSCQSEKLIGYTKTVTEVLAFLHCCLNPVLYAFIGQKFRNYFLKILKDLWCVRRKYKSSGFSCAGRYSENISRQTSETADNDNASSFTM
# APJ antagonist – blocks the human apelin receptor APJ | P35414 | CHO-K1 APJ beta-arrestin complementation, luminescence | inhibition, % at 20 µM | 0.32% of 330,000 active | AID 2521;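 active = inhibition above about 40% at 20 µM, limit read from the data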;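 note: cells challenged with 10 nM apelin-13 agonist together with compound; plate controls were apelin-13 plus DMSO wells for no effect and DMSO wells lacking apelin-13 for full effect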
# UPR XBP1 act – activators of adaptive arm of unfolded protein response (XBP1) | CHO-XBP1 luciferase reporter, IRE1-XBP1 UPR activation, luminescence; percent of tunicamycin response, DMSO as zero | AID 463104 | activation, % at 20 µM | 0.33% of 330,000 active;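 active = versus positive control, 20 µM dose yields 30% or more activation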;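 note: 100% = tunicamycin at 10 µg/mL and 0% = DMSO only wells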
#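 Material: CHO cell line with stable XBP1 luciferase reporter; schedule: 16-18 h cell attachment at 37 °C, then 6 h compound exposure; signal: glow luminescence from Steady-Glo reagent; medium: serum-containing F12 medium, 10% FBS; benchmarks: tunicamycin 10 µg/mL and vehicle-only wells; read-out: percent activation relative to tunicamycin reference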
# An asterisk follows results filed as active; nt = not tested or not shown.
# Sequence of screens: CXCR6 block	CHOP UPR activ	APJ ag	tim23-1 inh	Mdm2-MdmX inh	EBI2 block	CCR6 antagonist	APJ antagonist	UPR XBP1 act
> O=C(O)CN1C(=O)C2(OCCO2)c2cc(Br)ccc21
→ -5	2.2	-4	7	12	-8	5	2	-3
> COc1ccc(N2C(=O)CC(Nc3cccc(C(C)=O)c3)C2=O)cc1OC (stereo not given)
→ -3	3.4	0	10	-17	-3	-4	3	2
> O=C(Nc1ccc2c(c1)OCO2)[C@@H]1[C@@H]2C(=O)N(C3CCCCC3)C(=O)[C@@H]2C2c3ccccc3C=CN21 (stereo not given in full)
→ nt	-0.6	-4	4	-9	nt	nt	3	-1
> O=C(c1cnn2c(C(F)(F)F)cc(-c3ccccc3)nc12)N1CCCc2ccccc21
→ 0	0.3	-3	24	2	5	3	-16	1
> Cc1ccc(C(=O)NNC(=O)c2cc3cc4ccccc4nc3s2)cc1
→ 6	-1.3	1	-4	55*	2	19	1	27
> Cc1ccc(C(=O)NCC(=O)N2CCCC(C(F)(F)F)C2)s1 (stereo not given)
→ 2	1.3	-2	-4	5	-7	8	6	2
> O=C1N(c2ccccc2C(F)(F)F)O[C@@]1(c1ccccc1)C1CCCCC1
→ 5	2.8	-3	-1	87*	4	26	8	0
> COC(=O)c1c(C)nc(C)c2c(=O)oc3ccccc3c12
→ -4	4.7	-2	17	7	-3	2	-2	7
> CC(c1nnc(SCn2nnc3ccccc3c2=O)n1-c1ccc(Cl)cc1)N(C)C (stereo not given)
→ 1	-0.2	-1	8	18	-10	2	18	-4
> COc1ccccc1NC(=O)/C(C#N)=C/c1c(C)nn(-c2ccc(F)cc2)c1Cl
→ -1	1.2	4	7	4	43	-2	-9	4
> Clc1ccc(CN2CCCCCC2)cc1
→ 1	1.3	-3	12	22	0	6	10	-5
> Cc1ccc(C(C(=O)NCc2ccc(F)cc2)N(C(=O)c2csnn2)C2CC2)cc1 (stereo not given)
→ -4	3.3	-2	13	-6	11	1	2	-6
> COc1ccc(-c2coc3cc(OC4OC(CO)C(O)C(O)C4O)ccc3c2=O)cc1 (stereo not given)
→ -5	4.6	-4	-6	-12	-7	4	14	-4
> CC(C)(C)c1ccc(S(=O)(=O)N2CCCC2C(=O)NC2=NCCS2)cc1 (stereo not given)
→ -4	-1.1	1	10	-26	-5	5	1	-2
> Cc1cccc(C(C)C)c1NC(=O)COC(=O)CCN1C(=O)C2CC=CCC2C1=O (stereo not given)
→ 5	-1.4	1	-9	28	1	6	11	-3
> Cc1cc(C(=O)NC2CCCN(Cc3ccc(Cl)cc3)C2)n(C)n1 (stereo not given)
→ 3	-2.0	8	12	22	-2	2	-2	-5
> CCOC(=O)c1[nH]c2ccccc2c1NC(=O)c1nonc1C
→ 0	2.1	-1	15	14	8	26	0	6
> Cn1c(SCC(=O)c2ccccc2)nc2cccnc21
→ -1	1.4	0	3	2	0	-1	2	-1
> O=c1[nH]c(NCCCO)nc2c1C1(CCCC1)Cc1ccccc1-2
→ 6	-0.7	1	14	15	0	-3	9	0
> CNC(=O)Nc1nnc(C(C)(C)C)s1
→ -9	1.9	-3	2	-17	-1	11	-6	-1
> CC(C)CCN1CCNC(=O)C1CC(=O)NCCCN1CCOCC1 (stereo not given)
→ 2	3.7	-1	-3	0	-17	0	7	-2
> Cc1ccccc1C(=O)Nc1cc(-c2cc(C(C)(C)C)oc2C)nn1C
→ 6	0.5	-3	35	18	13	14	-12	0
> CCN(CC)S(=O)(=O)c1cc(NC(=O)COC(=O)c2c(C)noc2C)ccc1C
→ 5	-2.4	-1	25	15	-7	7	5	0
> NS(=O)(=O)c1cccc(NC(=O)C2CC(=O)N(Cc3ccco3)C2)c1 (stereo not given)
→ -10	0.0	-5	-3	4	1	7	-13	1
> CCOC(=O)C1=C(C)N(C)C(=O)NC1c1cc2c(cc1[N+](=O)[O-])OCO2 (stereo not given)
→ -5	1.1	-4	-7	15	-7	-3	-3	0
> COCCN(C(=S)Nc1ccc(OC)cc1)C1CCN(C(C)=O)CC1
→ -1	0.2	-3	6	7	22	-2	20	-2
> COc1ccc2cc(-c3[nH]ncc3CN3C[C@@H]4CCC[C@H]3C4)ccc2c1
→ -3	0.1	-1	11	28	-4	5	-6	3
> CSc1ccc(Cl)c(C(=O)NNC(=O)c2csc(N3CCOCC3)n2)c1
→ -7	3.2	8	-11	6	4	9	-9	2
> Cc1ccc([N+](=O)[O-])c(OCCN2CCNCC2)c1
→ 6	-0.9	-4	-2	-4	-5	23	6	-1
> Cc1ccccc1OCC(O)CN1CCCCC1 (stereo not given)
→ 6	0.4	-3	-6	-23	5	8	-4	3

# Sequence of screens: CXCR6 block	CHOP UPR activ	APJ ag	tim23-1 inh	Mdm2-MdmX inh	EBI2 block	CCR6 antagonist	APJ antagonist	UPR XBP1 act
> C=CCC[C@@H](Cc1ccc(F)cc1)C(=O)OC[C@H](C)NC(=O)[C@@H](CC=C)CC(=O)N(CCO)Cc1ccccc1
→ 10	2.0	-3	19	19	10	8	4	-3
> CC(C)(C)N(CC#CCC(O)(c1ccccc1)C1CCCC1)CCO (stereo not given)
→ 1	-0.1	-2	9	14	-6	12	9	-1
> Cc1[nH]n(-c2ccc(Cl)cc2)c(=O)c1C=NC12CN3CN(CN(C3)C1)C2
→ -4	-0.8	-2	3	-2	-4	-2	-25	0
> CCc1nnc(NC(=O)CCC(=O)N2CCN(Cc3ccc(F)cc3)CC2)s1
→ 2	-2.4	-2	-1	4	4	7	3	-3
> COc1ccc(CNCc2ccc(OC)c3ccccc23)cc1
→ -4	2.5	-3	-3	1	-8	10	-5	1
> C=CCSc1ncccc1C(=O)NCCc1ccccc1
→ -1	2.5	0	-9	13	11	13	10	0
> Cc1nc(SCC(=O)NC(=O)NC(C)C)nc(C)c1C
→ 0	0.2	-2	13	-25	-3	-4	10	-2
> Cc1ccc(NC(=S)N2CCN(S(=O)(=O)c3ccc(C)cc3)CC2)cc1
→ -5	-1.3	2	-7	32	0	2	6	-2
> Cc1ccc(CN2CCN(Cc3cn[nH]c3C3CCCCC3)CC2CCO)cc1 (stereo not given)
→ 2	-1.2	-3	17	38	6	2	-3	-3
> COc1cc(N2CCCC2)c(OC)cc1/C=C(/C#N)c1ccc(Br)cc1
→ 9	-0.2	-4	8	-37	32	22	23	-1
> CCOC(=O)c1sc(NC(=O)COc2ccc3c(c2)OCO3)nc1C
→ 6	0.2	-3	-14	11	12	7	3	-8
> Cc1ccc(Cl)cc1N1C(=O)CC(Sc2ncccn2)C1=O (stereo not given)
→ -10	0.4	-2	5	6	0	10	10	-3
> Cc1cc(N2CCN(c3ccccc3)CC2)nc(N)n1
→ -10	-0.4	-2	9	-7	-2	-8	14	-1
> Cc1ccccc1Nc1nc(N)nc(CSc2ccc(F)cc2)n1
→ -7	7.2	-5	23	-148	9	11	-1	-2
> CCN1CCN(C(=O)c2nn(-c3ccc(OC)cc3)c(=O)c3c2c2ccccc2n3C)CC1
→ 4	-0.7	-5	9	10	2	17	-3	3
> COc1ccc(NC(=O)NNC(=O)C(C)Oc2ccc(C(C)C)cc2)c(OC)c1 (stereo not given)
→ -5	2.1	-1	18	20	-11	8	14	-3
> COCCN1C(=O)C(=O)/C(=C(/O)c2ccc(S(=O)(=O)N3CCOCC3)cc2)C1c1cccc(O)c1 (stereo not given)
→ -1	-1.4	-1	8	9	2	12	16	-1
> CC(C)c1c(C(=O)N/N=C/c2ccoc2)nnn1-c1nonc1N
→ -2	0.1	-2	5	14	3	-4	2	0
> c1ccc(-c2nc(NCCCn3ccnc3)c3oc4ccccc4c3n2)cc1
→ -2	1.4	0	22	37	12	0	2	-1
> CN(C)c1ccc(/C=C/C(=O)c2ccc3c(c2)OCCO3)cc1[N+](=O)[O-]
→ 22	3.5	-4	41	11	3	26	25	1
> COc1ccc(C(=O)O)cc1S(=O)(=O)N1CCSCC1
→ 5	-1.1	0	-4	24	-5	6	-18	-5
> CCOc1ccc(NC(=O)N2CCN(c3nc4ccccc4s3)CC2)cc1
→ -2	0.2	-1	9	0	-3	0	5	4

# Some of these compounds in order of length of the SMILES, falling.
# Sequence of screens: CXCR6 block	CHOP UPR activ	APJ ag	tim23-1 inh	Mdm2-MdmX inh	EBI2 block	CCR6 antagonist	APJ antagonist	UPR XBP1 act
> O=C(Nc1ccc2c(c1)OCO2)[C@@H]1[C@@H]2C(=O)N(C3CCCCC3)C(=O)[C@@H]2C2c3ccccc3C=CN21 (stereo not given in full)
→ nt	-0.6	-4	4	-9	nt	nt	3	-1
> Cc1ccc(C(C(=O)NCc2ccc(F)cc2)N(C(=O)c2csnn2)C2CC2)cc1 (stereo not given)
→ -4	3.3	-2	13	-6	11	1	2	-6
> Cc1cccc(C(C)C)c1NC(=O)COC(=O)CCN1C(=O)C2CC=CCC2C1=O (stereo not given)
→ 5	-1.4	1	-9	28	1	6	11	-3
> COc1ccc(NC(=O)NNC(=O)C(C)Oc2ccc(C(C)C)cc2)c(OC)c1 (stereo not given)
→ -5	2.1	-1	18	20	-11	8	14	-3
> O=C1N(c2ccccc2C(F)(F)F)O[C@@]1(c1ccccc1)C1CCCCC1
→ 5	2.8	-3	-1	87*	4	26	8	0
> Cc1ccc(NC(=S)N2CCN(S(=O)(=O)c3ccc(C)cc3)CC2)cc1
→ -5	-1.3	2	-7	32	0	2	6	-2
> CSc1ccc(Cl)c(C(=O)NNC(=O)c2csc(N3CCOCC3)n2)c1
→ -7	3.2	8	-11	6	4	9	-9	2
> c1ccc(-c2nc(NCCCn3ccnc3)c3oc4ccccc4c3n2)cc1
→ -2	1.4	0	22	37	12	0	2	-1
> COCCN(C(=S)Nc1ccc(OC)cc1)C1CCN(C(C)=O)CC1
→ -1	0.2	-3	6	7	22	-2	20	-2
> CC(C)(C)N(CC#CCC(O)(c1ccccc1)C1CCCC1)CCO (stereo not given)
→ 1	-0.1	-2	9	14	-6	12	9	-1
> CCOC(=O)c1[nH]c2ccccc2c1NC(=O)c1nonc1C
→ 0	2.1	-1	15	14	8	26	0	6
> COC(=O)c1c(C)nc(C)c2c(=O)oc3ccccc3c12
→ -4	4.7	-2	17	7	-3	2	-2	7
> Cc1ccc([N+](=O)[O-])c(OCCN2CCNCC2)c1
→ 6	-0.9	-4	-2	-4	-5	23	6	-1
> Clc1ccc(CN2CCCCCC2)cc1
→ 1	1.3	-3	12	22	0	6	10	-5

# A portion of the library. The share of hits here may be higher or lower than overall.
